BAP1 inh – inhibitors of BAP1 deubiquitinase, primary screen, biochemical, Ub-AMC fluorescence, kinetic; Ubiquitin carboxyl-terminal hydrolase BAP1 (Homo sapiens), Q92560; recombinant BAP1, Ub-AMC hydrolysis fluorescence kinetic; hits give low values; activity remaining (% of control), % at 20 µM; 72,000 tested, 0.48% active; AID 436, 2006;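 active means activity remaining at or below 50% of control, provided the compound also passes the data quality filters; inactive means the rest, including low values that fail the filters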;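 further: 100% = DMSO wells rate and 0% = substrate alone blank rate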
Target sequence (Q92560 whole entry, looked up): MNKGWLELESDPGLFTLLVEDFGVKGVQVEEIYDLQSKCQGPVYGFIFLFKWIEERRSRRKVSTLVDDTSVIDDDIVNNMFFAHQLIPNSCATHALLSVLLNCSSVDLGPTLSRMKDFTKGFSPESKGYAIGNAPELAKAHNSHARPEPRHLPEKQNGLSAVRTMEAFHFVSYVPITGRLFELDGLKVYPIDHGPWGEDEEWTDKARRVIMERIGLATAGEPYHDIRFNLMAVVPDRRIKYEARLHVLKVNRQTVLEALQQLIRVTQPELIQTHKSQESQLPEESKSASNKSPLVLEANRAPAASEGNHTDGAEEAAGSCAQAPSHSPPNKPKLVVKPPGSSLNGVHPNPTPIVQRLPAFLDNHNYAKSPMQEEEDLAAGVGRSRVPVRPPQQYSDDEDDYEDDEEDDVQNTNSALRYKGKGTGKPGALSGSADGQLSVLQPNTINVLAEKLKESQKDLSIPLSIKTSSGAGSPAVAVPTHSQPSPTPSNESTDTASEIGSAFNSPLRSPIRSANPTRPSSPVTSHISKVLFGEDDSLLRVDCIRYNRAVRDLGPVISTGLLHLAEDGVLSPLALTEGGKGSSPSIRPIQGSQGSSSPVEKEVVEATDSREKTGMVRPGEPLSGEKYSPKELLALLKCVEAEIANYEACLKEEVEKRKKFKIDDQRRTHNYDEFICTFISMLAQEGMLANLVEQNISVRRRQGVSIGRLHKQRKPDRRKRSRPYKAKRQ
HePTP inhibitor – inhibitors of human HePTP phosphatase, primary screen, biochemical, absorbance, leukemia target; recombinant HePTP phosphatase activity, OD absorbance; inhibition, % at 20 µM; 110,000 tested, 0.64% active; AID 521, 2006; in the data active means inhibition above about 50%;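 further: plate controls were vehicle for no effect and reference inhibitor for full effect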
Target sequence (P35236 whole entry, looked up): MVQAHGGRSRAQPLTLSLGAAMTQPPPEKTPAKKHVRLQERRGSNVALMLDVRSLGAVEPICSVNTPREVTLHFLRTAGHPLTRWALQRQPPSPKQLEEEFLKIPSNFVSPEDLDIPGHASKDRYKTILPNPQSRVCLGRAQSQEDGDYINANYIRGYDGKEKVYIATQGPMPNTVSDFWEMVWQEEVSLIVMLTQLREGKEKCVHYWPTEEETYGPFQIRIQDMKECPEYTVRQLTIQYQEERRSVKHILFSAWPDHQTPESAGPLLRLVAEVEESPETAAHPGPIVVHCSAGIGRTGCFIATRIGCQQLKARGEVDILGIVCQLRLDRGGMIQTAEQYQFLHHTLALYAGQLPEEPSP
Starred values were filed as active, the others as inactive; / = not tested or not shown; & = joins results of further samples.

BAP1 inh | HePTP inhibitor | mol
99 | 9 | CCc1ccc(NC(=O)C(C)Nc2ccc(S(=O)(=O)NC(C)=O)cc2)cc1 (stereo not given)
106 | 0 | O=S(=O)(c1ccc(NC2CCCc3ccccc32)nc1)N1CCOCC1 (stereo not given)
/ | 0 | COC(=O)C1=C(C)NC(=S)NC1c1cccs1 (stereo not given)
100 | 7 | COc1cccc(CNC(=O)C2CCN(S(=O)(=O)c3ccc4c(c3)CCC(=O)N4)CC2)c1
85 | 6 | CCOc1cc2[nH]c(=S)n(CCCN3CCCC3=O)c(=O)c2cc1OCC
/ | -4 | CCc1ccc(N2NC(=O)/C(=C/c3ccc(-c4ccc(S(N)(=O)=O)cc4)o3)C2=O)cc1
/ | 2 | O=C1/C(=C/c2ccc([N+](=O)[O-])cc2)SC(=S)N1c1ccc(F)cc1
/ | 1 | COc1ccc(Br)cc1/C=C/C(=O)Nc1c(C)cccc1C
99 | 8 | Cc1ccc(S(=O)(=O)c2cc3c(=O)n4cc(C)ccc4nc3n(CC3CCCO3)c2=N)cc1 (stereo not given)
93 | 8 | Cc1nc2ccccc2c2oc(C(=O)NCCN3CCCCC3C)cc12 (stereo not given)
91 | 1 | Cc1nc2ncnn2c(Nc2ccc3c(c2)OCO3)c1Cc1ccccc1
/ | 3 | O=C1c2ccc(-c3nc4ccccc4c(=O)o3)cc2C(=O)N1c1c[nH]c(=O)[nH]c1=O
99 | 5 | CCOC(=O)c1c(N)c(C#N)cn1-c1ccccc1
115 | -6 | Cc1nc2nc(COc3ccccc3)[nH]n2c(=O)c1Cc1ccccc1
/ | 3 | CC1=NN(c2ccc(S(N)(=O)=O)cc2)C(=O)/C1=C\c1ccc(OCc2ccccc2)cc1
/ | 7 | O=C(O)c1ccc(S(=O)(=O)c2ccc3c4c(cccc24)C(=O)N(c2cccc(O)c2)C3=O)cc1
219 | / | CCOc1ccccc1C(=O)Nc1ccc(CC)cc1
/ | 0 | COc1ccc2nc(NC(=O)c3ccc(OC)c(Br)c3)sc2c1
/ | -5 | CC1CCN(C(=O)CN(c2cccc([N+](=O)[O-])c2)S(=O)(=O)c2ccccc2)CC1
95 | 6 | Cn1c(SCC(=O)N2CCOCC2)nc2cccnc21

Next records follow.
BAP1 inh | HePTP inhibitor | mol
58 | 2 | CCOC(=O)Cc1nnc(Nc2cccc(O)c2)c2ccccc12
85 | 9 | COc1ccccc1N1CCN(C(=O)Cn2nnc(-c3cccs3)n2)CC1
99 | -1 | Cc1cc(C)n(-c2nc3ccccc3c(=O)n2OCC(=O)Nc2c(C)cccc2C)n1
107 | 5 | COc1ccc(C(=O)Nc2cccc(N(C)S(C)(=O)=O)c2)cc1OC
136 | 1 | Cc1c(Cl)cccc1N1C(=O)CC(N(O)c2ccccc2)C1=O (stereo not given)
/ | -4 | COC(=O)c1ccccc1-c1ccc(/C=C2\C(=O)NN(c3ccccc3)C2=O)o1
/ | -8 | CCCSc1nc2sc3c(c2c(=O)n1-c1ccc(C)cc1)CCN(Cc1ccccc1)C3
93 | -6 | Cc1ccc(-c2nc(NC(=O)CSc3nnnn3-c3ccccc3)ns2)cc1
/ | 8 | O/N=C\c1ccc(-c2ccc(Cl)c(Cl)c2)o1
/ | 10 | Cc1ccc(N2NC(=O)/C(=C/c3ccccc3)C2=O)cc1C
99 | 1 | Cc1nc2oc3c(NCc4ccccc4)ncnc3c2c2c1COC(C)(C)C2
98 | -5 | Nc1ccc(-c2cnc(-c3ccc(N)cc3)nc2)cc1
86 | 1 | COC(=O)CN1C(=O)CC(C)(C)Sc2ccccc21
/ | 5 | COC(=O)c1sc(NC(=O)C2CCCC2)c(C(=O)OC)c1C
/ | -7 | O=C(NC(C(=O)N1CCCCC1)=C1CCCCC1)c1ccccc1
145 | / | Cc1ccc(-n2nc3c(c2NC(=O)Cc2ccccc2)CSC3)cc1
95 | -1 | Cc1ccnc(NC(=O)C2CCCN(S(=O)(=O)c3cnc[nH]3)C2)c1 (stereo not given)
98 | 1 | Cc1cc(Nc2ccc(F)cc2Cl)n2nc(C)nc2n1
72 | -3 | Cc1cc(C)n(-c2ccc(C(=O)OCC(=O)Nc3ccc(S(=O)(=O)N4CCOCC4)cc3)cc2)n1
65 | / | COc1ccc(Cl)cc1NC(=O)c1ccc(C)cc1

Record cards, from the list above. Screens in order: BAP1 inh, HePTP inhibitor
Results for Cc1cc(C)n(-c2nc3ccccc3c(=O)n2OCC(=O)Nc2c(C)cccc2C)n1 : 99, -1
Results for O/N=C\c1ccc(-c2ccc(Cl)c(Cl)c2)o1 : /, 8
Results for Nc1ccc(-c2cnc(-c3ccc(N)cc3)nc2)cc1 : 98, -5
Results for COC(=O)c1sc(NC(=O)C2CCCC2)c(C(=O)OC)c1C : /, 5
Results for Cc1nc2oc3c(NCc4ccccc4)ncnc3c2c2c1COC(C)(C)C2 : 99, 1

Following part.
BAP1 inh | HePTP inhibitor | mol
/ | 0 | Cc1ccc(C)c(NC(=O)CSc2nc3ccccc3o2)c1
/ | -16 | O=C1CC(N2CCN(Cc3ccccc3)CC2)C(=O)N1c1ccc(Cl)c(Cl)c1 (stereo not given)
/ | -1 | COc1ccc(-n2c(C)ccc2-c2ccccc2)cn1
66 | 0 | O=C(C1CCN(S(=O)(=O)c2ccc(Br)s2)CC1)N1CCc2ccccc21
68 | 3 | CCCCCCn1c(N2CCC(C)CC2)nc2c1c(=O)[nH]c(=O)n2C
/ | -2 | Cc1n[nH]c(C)c1CCC(=O)N/N=C/c1ccc(O)cc1O
/ | 4&1 | COC(=O)c1sccc1NC(=O)c1ccc2c(c1)OCO2
/ | 4 | O=C(CCNc1ccc(Cl)c(Cl)c1)c1cccs1
106 | -7 | COCCCNC(=O)CCN1C(=O)COc2ccccc21
105 | 5 | CC1(C)CC(=O)C2=C(C1)Oc1ncn(CCO)c(=N)c1C2c1ccccc1 (stereo not given)
71 | 2 | COc1ccc(CN(C(=O)CSc2nnc(-c3ccccc3F)o2)c2ccc(F)cc2)cc1
/ | 5 | O=C(Cn1nnc(-c2ccccc2)n1)Nc1cccc([N+](=O)[O-])c1
/ | 12 | COc1cc(OC)cc(C(=O)N2CCN(C3CCCCCC3)CC2)c1
93 | 4 | O=C(c1ccccc1)c1cccn1CC(=O)N1CCCCCC1
/ | 2 | O=C(N/N=C/c1ccc(O)c(Br)c1)c1ccccc1
69 | -1 | Cc1ccc2[nH]c(=O)c(CNC(C)C)cc2c1
100 | -14 | O=C1NC(c2cccnc2)C(C(=O)c2cccs2)C(O)(C(F)(F)F)N1 (stereo not given)
138 | 6 | OC(CNCc1ccco1)Cn1c2ccccc2c2ccccc21 (stereo not given)
141 | 6 | Cc1nnc(SCC(=O)c2c(N)n(C)c(=O)n(C)c2=O)n1Cc1ccccc1
/ | 12 | Cc1nnc(C)n1/N=C/c1ccc(O)cc1

The closing 2 entries of the part above lead into the next.
BAP1 inh | HePTP inhibitor | mol
141 | 6 | Cc1nnc(SCC(=O)c2c(N)n(C)c(=O)n(C)c2=O)n1Cc1ccccc1
/ | 12 | Cc1nnc(C)n1/N=C/c1ccc(O)cc1
99 | 3 | CC(=O)NCC(=O)NC(C(=O)Nc1ccc2c(c1)OCCO2)c1ccc(C)cc1 (stereo not given)
/ | 10 | CC(C)N1CCN(C(=O)c2ccc(-c3ccccc3)cc2)CC1
90 | 2 | COc1ccc(-c2nc3c(n2O)CCC/C3=N\O)cc1
134 | 3 | COc1ccccc1-c1ccc(NC2CCCCC2)nn1
119 | -2 | Cc1cc(C)n(S(=O)(=O)c2ccc(C(C)(C)C)cc2)n1
/ | -3 | CCCOc1cccc(C(=O)Nc2ccc(NC(=O)c3ccco3)c(OC)c2)c1
111 | 3 | O=C(c1cccc(N2CCCC2=O)c1)N1CCN(c2ccccc2)CC1
/ | 4 | COc1cc(C=C2C(=O)NC(=O)NC2=O)ccc1OCCSc1ccc(C)cc1
76 | -14 | CCN(C(=O)c1cnc2scc(C)n2c1=O)c1ccccc1C
100 | -8 | Cc1ccc(Cl)cc1N1CCN(S(=O)(=O)c2cnc[nH]2)CC1
83 | 6 | CC(=O)Nc1ccc(S(=O)(=O)NCCNC(=O)c2ccccc2F)cc1
90 | 3 | CCOC(=O)c1[nH]c2ccc(F)cc2c1NC(=O)CN1CCN(C/C=C/c2ccccc2)CC1
162 | 4 | N#CCCCn1c(-c2ccccc2)noc1=O
/ | 5 | CCOc1ccc(S(=O)(=O)Nc2c(C)n(C)n(-c3ccccc3)c2=O)cc1
/ | 4 | CC(C)(C)c1cc(CCC(=O)NN2C(=O)CSC2=S)cc(C(C)(C)C)c1O
/ | -8 | O=Cc1ccc(OCc2ccc(F)cc2)cc1
/ | 6&5 | COC(=O)C1=CNC=C(C(=O)OC)C1c1cccc(OC)c1
94 | 5 | CCOc1ccc(S(=O)(=O)N2CCc3ccccc3C2)cc1
/ | 104* | Cn1cc(/C=C/c2nc3ccccc3c(=O)n2Cc2ccccc2)c2ccccc21
146 | 4 | CCOC(=O)c1oc2ccc(S(=O)(=O)Nc3ccc4c(c3)n(C)c(=O)n4C)cc2c1C

Additional results:
BAP1 inh | HePTP inhibitor | mol
78 | -1 | Cc1ccc(-n2nc(C)c3c2OC(N)=C(C#N)C3c2ccccc2F)cc1 (stereo not given)
/ | 55* | CC(=O)NC(=O)c1ccccc1OCC(=O)c1ccc(Br)cc1
/ | 6 | Nc1nc(-c2ccc(F)c(F)c2)cs1
102 | 5 | Cc1c(NC(=O)CCc2ccc(S(=O)(=O)N3CCOCC3)cc2)c(=O)n(-c2ccccc2)n1C
104 | 5 | O=c1[nH]cnc2scc(-c3cccs3)c12
114 | / | O=C(Cc1ccccc1)NCc1nc2ccccc2[nH]1
106 | / | CCC(=O)Nc1nc2ccccc2n1CCN1CCCCC1
/ | 8 | O=[N+]([O-])c1ccccc1C=NN1CCN(Cc2ccccc2Cl)CC1
106 | -7 | Cc1nc(NC2=NCN(C3CCCCC3C)CN2)nc2ccccc12 (stereo not given)
/ | -8 | O=C(CSc1n[nH]c(-c2ccccc2)n1)c1ccc(Br)cc1
95 | 7 | CC(C)Cn1c(CN2CCN(c3ccccc3F)CC2)nc2c1c(=O)[nH]c(=O)n2C
101 | -3 | CN(C)C(=O)Cn1nc(-c2ccccc2)c2ccccc2c1=O
90 | 3 | COc1cc(NC(=O)Cc2ccccc2)cc(OC)c1
107 | -12 | N#Cc1c(-c2ccc3c(c2)OCO3)csc1N
/ | -7 | C=CCN1C(=O)/C(=C\c2cn(C)c3ccccc23)C(=O)NC1=S
/ | -1 | Cc1ccc(Cl)cc1N(Cc1ccc(C(N)=O)cc1)S(=O)(=O)c1ccccc1
/ | 4 | COc1cc(/C=C2\C(=O)NC(=O)N(c3ccc4c(c3)OCO4)C2=O)ccc1OCc1ccccc1F
/ | -4 | CCOc1cccc(/C=N\NC(=O)Cc2cccn2C)c1O
89 | 4 | CCCN(Cc1cc2ccc(C)cc2[nH]c1=O)C(=O)c1cccnc1
95 | 6 | COc1ccc(S(=O)(=O)N2CCN(C)CC2)cc1Br

Entries above containing a nitro group on carbon, in the order listed:
BAP1 inh | HePTP inhibitor | mol
/ | 2 | O=C1/C(=C/c2ccc([N+](=O)[O-])cc2)SC(=S)N1c1ccc(F)cc1
/ | -5 | CC1CCN(C(=O)CN(c2cccc([N+](=O)[O-])c2)S(=O)(=O)c2ccccc2)CC1
/ | 5 | O=C(Cn1nnc(-c2ccccc2)n1)Nc1cccc([N+](=O)[O-])c1
/ | 8 | O=[N+]([O-])c1ccccc1C=NN1CCN(Cc2ccccc2Cl)CC1

Additional records follow:
BAP1 inh | HePTP inhibitor | mol
81 | 2 | CC(NC(=O)COc1ccccc1)C(=O)OCC(=O)c1cc2ccccc2o1 (stereo not given)
/ | 11 | CC(=O)CC(=O)Nc1ccc(Cl)c([N+](=O)[O-])c1
/ | 6 | COc1ccc2c(c1OC)C(=O)OC2Nc1cccc([N+](=O)[O-])c1 (stereo not given)
64 | / | Cc1ccc(Cn2nnc3c(=O)n(Cc4cccc(C)c4)cnc32)cc1
59 | / | CCOc1cccc2sc(NC(=O)c3ccc(S(=O)(=O)N(CC)CC)cc3)nc12
/ | 8 | O=C(Nc1ccccc1)N1CCC(C(=O)N2CCN(S(=O)(=O)c3cccc(F)c3)CC2)CC1
/ | 8 | C=CCn1c2ccccc2n2nc(C)c(C(=O)/C=C/c3ccccn3)c12
/ | 2 | Cc1cc(C)c(S(=O)(=O)N2CCN(c3ccccc3)CC2)c(C)c1
100 | 7 | CC(=O)OCc1c(F)c(F)c(-n2nc(C)cc2C)c(F)c1F
/ | -10 | O=C(Nc1ccc(Cl)cc1)c1ccccc1F
102 | -5 | O=C(CCc1ccccc1)NCc1ccccn1
151 | 3 | O=C1c2ccccc2C(=O)N1CCCP(=O)(O)CCc1ccccc1
/ | 0 | CCC(=O)N1CCN(c2nc3ccc([N+](=O)[O-])cc3s2)CC1
/ | -2 | COC(=O)C1=C(C)NC2=C(C(=O)c3ccccc32)C1c1ccc(OCc2ccc(Cl)cc2Cl)cc1 (stereo not given)
/ | -14 | O=C(Nc1ccc2c(c1O)C(=O)c1ccccc1C2=O)c1ccccc1
63 | 4 | CCOC(=O)c1cnc(-n2nc(C)cc2C)nc1Nc1cccc(C(=O)O)c1
108 | 3 | COc1ccccc1-n1c(CNC(=O)c2ccco2)nnc1SCC(=O)Nc1cc(C)ccc1C
/ | 7 | O=[N+]([O-])c1ccc(O)c(-c2cc(C(F)(F)F)nc(-c3ccccc3)n2)c1
96 | 3 | Cc1nc(Sc2nnnn2C)c2c3c(sc2n1)CCC3
107 | 6 | Cc1cc(=O)oc2cc(OC(C)C(=O)Nc3nccs3)ccc12 (stereo not given)
/ | -2 | CS(=O)(=O)N1CCN(c2ccc([N+](=O)[O-])cc2Cl)CC1
/ | -10 | Cc1oc(-c2ccccc2Cl)cc1-c1nn2c(-c3ccco3)nnc2s1
116 | 5 | CCOc1ccc(NC(=O)N(C2CCCCCC2)C2CCN(C(C)=O)CC2)cc1
